# OPRM1-OPRD1 ag: OPRM1-OPRD1 heterodimerization agonism; activation, % at 9.3 µM; P35372+P41143; 0.3% of 340,000 active; cells, luminescence; AID 504326; in the data active = activation above about 18%;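 also: 0% = vehicle-treated cells and 100% = reference agonist; values of inactives mirror those of a sister screen read the other way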
# phage Ecoli inh: E. coli growth loss with phage present | growth absorbance | 0.26% of 360,000 active | inhibition, % at 11.9 µM; in the data active = inhibition above about 11%
# PfHsp90 set2: reduces growth (ATP signal) of yeast expressing P. falciparum Hsp90; inhibition, % at 9.4 µM; 0.32% of 310,000 active; S. cerevisiae expressing PfHsp90, BacTiter-Glo ATP, 48 h; yeast lacking PDR1 and PDR3 efflux regulators;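 active = every replicate shows inhibition above about 80%, whatever the replicate mean, limit read from the data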;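 also: 0% = DMSO neutral controls and 100% = 20 µM radicicol positive controls; yeast relying on Plasmodium falciparum Hsp90 in place of its own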
# E coli growth: counter-screen for AddAB inhibitors: E. coli growth inhibition | E. coli V3065 growth, OD600 absorbance, 18 h | inhibition, % at 11.9 µM | 0.27% of 330,000 active | AID 449728;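 active = inhibition above the campaign's mean inhibition across all tested compounds plus 3 SD, cut at about 9.9% in these data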;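 also: uninfected addAB+ strain grown without phage in ampicillin broth; 0% = DMSO wells and 100% = ciprofloxacin 0.95 µg/ml wells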
# SUMO Mot1 rescue: SUMOylation pathway inhibition by Mot1-301 growth rescue; S. cerevisiae Mot1-301 growth rescue, ATP luminescence, 38.5C; percent above DMSO median, 100 means doubled; growth rescue, % at 18.8 µM; 1% of 320,000 active;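 active = every valid replicate shows activation above 250% relative to neutral control wells; inactive = the rest, any valid replicate at or below 250%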;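 also: OY570 slx delta 5 strain wells were the positive control but not used for scaling; some compounds called inactive have numbers as strong as hits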
# MOR-DOR inv ag: inverse agonists of human mu-delta opioid receptor heterodimerization; inhibition, % at 9.3 µM; 0.21% of 340,000 active; P35372+P41143; cell-based MOR-DOR heterodimer luminescence, inverse agonism; in the data active = inhibition above about 22%, passing the limit was not always enough;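 also: 0% = cells with DMSO and 100% = wells without cells with DMSO; values of inactives mirror those of a sister screen read the other way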
# HTR5A inv ctr: inverse agonist of human HTR5A in OPRM1-OPRD1 counter-screen. 0.083% of 340,000 active. inhibition, % at 9.3 µM. P47898. HTR5A cell line, luminescence, inverse agonism; in the data active = inhibition mostly above about 23%, no sharp cut-off; inactive = mostly below about 18%;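 also: 0% = cells with DMSO and 100% = no-cell wells with DMSO; some compounds called inactive have numbers as strong as hits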
# Target sequence (P47898 whole entry, looked up): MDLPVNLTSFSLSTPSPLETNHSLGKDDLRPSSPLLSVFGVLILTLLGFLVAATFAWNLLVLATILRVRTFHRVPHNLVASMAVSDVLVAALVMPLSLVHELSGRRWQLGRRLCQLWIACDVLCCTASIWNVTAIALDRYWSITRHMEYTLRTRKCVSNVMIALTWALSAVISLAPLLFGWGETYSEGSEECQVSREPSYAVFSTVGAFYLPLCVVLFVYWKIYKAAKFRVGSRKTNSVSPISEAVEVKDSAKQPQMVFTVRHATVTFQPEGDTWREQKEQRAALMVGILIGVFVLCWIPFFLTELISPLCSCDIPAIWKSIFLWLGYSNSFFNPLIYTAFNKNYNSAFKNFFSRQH
# PKA-R2B activ: activators of human PKA-R2B complex; activation, % at 11.4 µM; 0.079% of 340,000 active; PKA-R2B holoenzyme dissociation, Cy5-IP20 fluorescence polarization; R2B truncated from residue 108, S112A mutant; 0% DMSO only, 100% 113 µM cGMP; P22694+P31323;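 active = activation above a cutoff set at the mean over all compounds plus 3 SD, cut at about 18% in these data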;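 also: higher means more holoenzyme dissociation and a rise in polarization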
# Target sequence (P31323 whole entry, looked up, other chains not shown, the tested form may be a part): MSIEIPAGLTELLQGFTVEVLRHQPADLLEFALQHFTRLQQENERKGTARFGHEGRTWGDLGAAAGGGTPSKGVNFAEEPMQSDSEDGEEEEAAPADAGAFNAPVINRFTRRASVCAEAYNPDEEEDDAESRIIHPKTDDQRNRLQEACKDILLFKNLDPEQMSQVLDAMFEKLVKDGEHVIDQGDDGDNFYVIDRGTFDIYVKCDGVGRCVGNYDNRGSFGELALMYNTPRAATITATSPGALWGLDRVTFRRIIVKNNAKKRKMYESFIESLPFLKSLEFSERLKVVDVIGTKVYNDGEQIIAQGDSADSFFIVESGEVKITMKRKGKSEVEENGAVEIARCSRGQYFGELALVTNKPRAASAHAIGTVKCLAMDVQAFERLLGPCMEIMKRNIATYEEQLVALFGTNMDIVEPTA
# AddAB inh: less growth of phage-infected E. coli with AddAB; E. coli expressing H. pylori AddAB, absorbance growth; inhibition, % at 11.9 µM; 0.29% of 330,000 active; AID 435030; in the data active = inhibition above about 12%;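 also: 0% = vehicle wells of infected cells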
# Tat export inh: inhibitors of E. coli Tat protein transport. E. coli MC4100 TorA-mCherry Tat export, fluorescence. inhibition, % at 10 µM. 0.036% of 340,000 active;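 active = mean replicate inhibition at least 50% and at least half of replicates individually reaching 50%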;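 also: exported cargo escapes ClpAP degradation while cytoplasmic cargo is degraded and loses fluorescence; 0% = median of neutral control wells and 100% = median of NaSCN control wells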
# PKA-R1A act: PKA-R1A complex activation. P00514+P68181. PKA-R1A dissociation, Cy5-IP20 fluorescence polarization; scaled: DMSO 0%, 113 µM cGMP 100%. activation, % at 11.4 µM. 0.083% of 340,000 active. AID 504707;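 active = percent activation above the mean of all tested compounds plus 3 SD, cut at about 19% in these data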;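 also: higher means more PKAc released from R1A so a rise in polarization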
# An asterisk follows results filed as active; x = no result given.
compound,OPRM1-OPRD1 ag,phage Ecoli inh,PfHsp90 set2,E coli growth,SUMO Mot1 rescue,MOR-DOR inv ag,HTR5A inv ctr,PKA-R2B activ,AddAB inh,Tat export inh,PKA-R1A act
Cc1noc(NS(=O)(=O)c2ccc(NC(=O)CCn3c(=O)oc4ccccc43)cc2)c1C,0.2,11,-4,10*,5,-1,-32,-2,11,-15,7
Cn1c(=O)c2cc(NCc3ccccc3)nnc2n(C)c1=O,5.0,2.8,6,0.6,14,-29,-3,-2,0.2,-5,-14
CC1CCC(C(C)C)C(OC(=O)Cn2c(-c3ccc(Cl)cc3)[n+](C)c3ccccc32)C1 (stereo not drawn),4.2,0.6,-11,0.8,-32,-21,-38,-10,2.6,18,-2
Cc1c(C(N)=O)sc2ncn(CC(=O)N3CCC(C)CC3)c(=O)c12,-0.6,0.2,11,1.0,-2,3,4,-1,1.6,-3,-1
c1ccc(-c2nc(SCc3nc4ccccc4[nH]3)c3oc4ccccc4c3n2)cc1,-0.3,3.2,17,-0.5,8,2,-48,0,2.9,0,5
Cc1c(C(=O)O)nnn1-c1ccccc1,-1.1,0.8,-8,-0.1,11,5,-4,-7,2.4,6,2
COC(=O)c1cnn(-c2nc(OC)cc(OC)n2)c1C,-2.3,3.0,19,-4.9,-1,13,-12,-4,2.6,2,-7
CC(C)C(=O)N1N=C2CCCCC2C1(O)C(F)(F)F (stereo not drawn),2.1,1.1,8,1.0,59,-11,-23,9,-1.1,-6,-17
CC1CCCC(C)N1C(=O)COC(=O)Cc1c[nH]c2ccccc12 (stereo not drawn),-0.5,5.9,-35,0.0,-17,2,-19,-2,-1.0,4,2
O=C(NNC(=O)C1CCCO1)c1ccccc1Cl (stereo not drawn),-1.4,2.8,19,-0.5,-1,7,4,2,3.9,-7,-8
CN1N=C2c3ccccc3CCCC2C1c1ccc(F)cc1 (stereo not drawn),5.1,1.1,-22,1.6,4,-26,-12,-1,1.6,5,7
CC1CN(C2CCN(C(=O)c3ccccc3)CC2)CC(C)O1 (stereo not drawn),0.8,2.0,21,-3.9,-12,-4,-6,4,1.0,10,5
CSc1ccc(OC2CCN(Cc3ccccc3)CC2)cc1,8.9,4.5,-7,1.4,39,-53,16,-3,2.4,0,-11
CCOC(=O)/C=c1/s/c(=C/c2ccc3cc(OC)ccc3c2)c(=O)n1CC(=O)NCC1CCCO1 (stereo not drawn),-2.0,1.5,-10,x,x,10,-14,-12,x,4,-6
O=C(COc1ccccc1)Nc1ncc2c(n1)CCCC2=O,2.2,3.2,31,2.9,292*,-9,8,1,4.5,3,-6

# Other results.
compound,OPRM1-OPRD1 ag,phage Ecoli inh,PfHsp90 set2,E coli growth,SUMO Mot1 rescue,MOR-DOR inv ag,HTR5A inv ctr,PKA-R2B activ,AddAB inh,Tat export inh,PKA-R1A act
COc1ccc(Nc2nc3c(C)cccc3cc2C#N)c(OC)c1,-1.3,1.8,3,-2.1,-8,7,-1,-7,-1.5,-7,4
Cn1ncc([N+](=O)[O-])c1C(=O)NC1CCCCC1,-0.3,1.3,7,0.8,11,1,-9,4,-1.0,-3,-7
O=C1CCCC(=O)C1CS(=O)(=O)c1ccccc1,-2.8,3.6,13,2.8,2,15,-11,-2,6.3,-6,-3
COc1cc(C(=O)c2ccccc2Cl)c([N+](=O)[O-])cc1OC,0.0,4.5,x,1.4,-4,0,13,14,-0.2,-5,-8
CC(C)c1ccc(C(=O)N2CCN(c3cnn(C)c(=O)c3Cl)CC2)cc1,-2.0,-1.8,23,0.2,28,10,25,2,0.2,-6,-2
CCN(CC(=O)Nc1c(F)cccc1F)C(=O)CSC(=S)N1CCCC1,-0.9,3.2,5,1.8,-12,3,-5,-8,-0.5,4,-12
O=C(Nc1c(C(=O)Nc2ccc3c(c2)OCCO3)cnn1-c1ccccc1Cl)c1ccco1,-0.6,2.6,7,-0.1,9,3,5,3,2.8,28,4
COc1cccc(C(=O)Nc2nnc(C(C)C)s2)c1,-1.7,3.4,0,-0.7,-10,9,-2,0,1.5,4,0
COc1ccc(C(CC(=O)O)NC(=O)c2ccco2)cc1OC (stereo not drawn),-2.1,5.5,0,0.6,161,9,16,5,1.1,5,0
Cc1cccc(-n2cnc(C(=O)NNC(=S)Nc3ccc(Cl)cc3)c2)n1,-0.4,4.9,5,9.5,20,2,19,-5,6.7,2,-5
Cc1noc(C)c1COc1cccc(C(=O)Nc2ccc3c(c2)OCO3)c1,2.3,1.8,-7,2.1,-18,-12,-14,0,-0.5,-1,9
O=c1cc(CN2CCN(C/C=C/c3ccccc3)CC2)c2cc(O)c(-c3ccccc3)cc2o1,1.2,3.0,-20,0.9,-20,-6,0,16,2.0,-10,-8
COc1cc(/C=C/c2cc(OC(C)=O)c3ccccc3n2)c(OC(C)=O)c([N+](=O)[O-])c1,-4.6,2.4,50,-3.0,-9,23,9,-11,1.2,-4,-11
COc1ccc(NC(=O)c2cccc(N3C(=O)C4C5C=CC(C6CC56)C4C3=O)c2)c(OC)c1 (stereo not drawn),-1.4,1.4,7,-1.1,3,8,5,-7,-1.3,1,-6
Nc1c(N(CCO)C(=O)/C=C/c2ccco2)c(=O)[nH]c(=O)n1Cc1ccccc1,-0.6,2.9,-9,1.6,3,3,-2,-7,5.4,-3,-7

# Further results follow:
compound,OPRM1-OPRD1 ag,phage Ecoli inh,PfHsp90 set2,E coli growth,SUMO Mot1 rescue,MOR-DOR inv ag,HTR5A inv ctr,PKA-R2B activ,AddAB inh,Tat export inh,PKA-R1A act
COC(=O)Cn1c(CCS(=O)(=O)c2ccc(C)cc2)nc2ccccc21,-5.1,0.4,-7,-0.2,-2,24,-8,-7,2.1,-1,2
Cc1ccc(S(=O)(=O)N2CCOC2CNC(=O)C(=O)NCc2ccccc2)cc1 (stereo not drawn),-1.3,-0.8,-4,-1.1,-12,7,1,-1,-1.0,-10,3
CSc1ccc(S(=O)(=O)NC2CCCCCC2)cc1,4.9,1.6,71,3.2,382,-28,9,-8,1.8,5,8
COC(=O)C1=CN(Cc2ccc(F)cc2)C=C(C(=O)OC)C1c1cc(OC)c(OC)c(OC)c1,0.0,1.0,-26,-0.3,28,0,-1,-1,2.9,3,-4
Cn1c(/C=C/c2ccc(Cl)cc2)c([N+](=O)[O-])c(=O)n(C)c1=O,-2.0,-3.9,6,-0.1,28,11,-9,2,-0.7,2,-14
O=C(Cn1cnc2c(nnn2-c2ccccc2)c1=O)NCCc1ccccc1,-1.7,0.8,25,-0.3,-2,9,-5,4,-1.2,-3,3
CC1=NN(c2nc(-c3ccc(C)cc3)cs2)C(=O)C1N=Nc1cccc(C)c1 (stereo not drawn),-0.6,-0.2,8,0.8,-14,4,4,-6,1.0,1,-10
Nc1cc(=O)[nH]c(SCC(=O)NC2CCCc3ccccc32)n1 (stereo not drawn),-2.1,-1.4,-1,0.6,2,11,-1,13,-1.2,-7,-2
CCc1ccccc1N(C)S(=O)(=O)c1ccc2[nH]cc(C(=O)N3CCc4ccccc43)c(=O)c2c1,1.2,3.4,-24,-0.2,26,-6,2,-3,0.3,0,3
CN1CCN(C2CCN(c3ccc(Nc4nnc(Cl)c(Nc5ccccc5S(C)(=O)=O)n4)c(OC(CF)CF)c3)CC2)CC1,-0.9,2.3,6,-2.5,-12,5,-3,-4,-2.0,-5,2
CC(C)CNC(=S)NC(=O)c1csc([N+](=O)[O-])c1,3.6,0.8,-12,-1.0,24,-19,14,3,4.0,-15,7
COc1ccc(S(=O)(=O)N2CCOCC2)cc1NC(=O)COC(=O)c1ccc(C)s1,-2.1,2.6,-1,x,x,10,-24,0,x,-3,2
CC(OC(=O)CCN=C1NS(=O)(=O)c2ccccc21)C(=O)N(C)C1CCCCC1 (stereo not drawn),-0.9,-1.5,x,-1.1,x,5,7,2,1.5,-5,5
CCOC(=O)C(=CNc1cccc(C)c1C)C(=O)OCC,6.2,1.4,23,0.6,-19,-36,-21,0,0.9,3,3
COCc1c(C(=O)OC)nnn1-c1ccccc1,-0.2,4.5,-4,0.3,-34,1,6,-4,4.8,-11,-8

# Later entries:
compound,OPRM1-OPRD1 ag,phage Ecoli inh,PfHsp90 set2,E coli growth,SUMO Mot1 rescue,MOR-DOR inv ag,HTR5A inv ctr,PKA-R2B activ,AddAB inh,Tat export inh,PKA-R1A act
COc1ccc(OC)c(C2=NNC(=NCc3ccc4c(c3)OCO4)SC2)c1,-4.0,0.8,15,-1.5,-17,19,12,4,4.4,-2,-2
O=C(Nc1ccc(F)cc1F)NC1CC1,-4.7,3.3,-13,-0.8,7,22,-10,4,2.8,1,-9
COc1ccc(S(=O)(=O)n2nc(C)cc2C)cc1OC,-2.3,3.3,8,-1.6,-16,11,12,-2,2.0,-4,-4
Cc1ccc(-n2ncc3c(NCc4ccc5c(c4)OCO5)ncnc32)c(C)c1,1.3,5.1,8,3.1,-10,-7,-10,-1,2.9,16,-8
O=S(=O)(NCC(c1cccnc1)N1CCN(c2ccc(F)cc2)CC1)c1cc(F)ccc1F (stereo not drawn),-0.8,0.3,19,1.1,64,5,-15,8,0.4,6,6
COc1ccccc1N1CCN(S(=O)(=O)c2ccc(Cl)cc2)CC1,1.7,-1.5,-1,-2.9,56,-8,-1,-2,0.5,3,-10
CC1Cc2cc(/C(O)=C3\C(=O)C(=O)N(Cc4cccnc4)C3c3ccccc3F)ccc2O1 (stereo not drawn),-0.7,x,4,0.7,1,3,12,9,1.4,-10,7
Cc1ccc(NC(=O)c2cc(-c3cccc(O)c3)on2)cc1C,7.2,0.9,12,0.9,1,-42,-12,4,1.5,4,-12
COn1c(-c2ccccc2)nc2ncccc21,-2.0,-0.2,18,0.5,-19,9,-3,0,0.4,-4,13
O=C(CCCN1C(=O)/C(=C\c2cccs2)SC1=S)Nc1ccc(O)cc1,1.2,-0.4,23,0.0,2,-10,-23,11,2.2,3,7
O=S(=O)(CCc1ccncc1)c1ccc(Cl)cc1,1.9,1.7,-12,2.6,143,-14,13,0,2.2,1,-2
FC(F)(F)c1cccnc1-n1cncn1,0.9,2.4,-8,2.8,-4,-5,15,4,1.1,-9,-7
CCOC(=O)/C=C/[C@H]1CCc2cccc(Cl)c2O1,3.1,1.1,-6,2.8,-5,-18,0,-9,2.5,1,-15
COc1cc(/C=N/N=C(N)N)ccc1OCc1ccc(Cl)cc1,7.6,4.8,16,-2.8,7,-55,-28,-14,-0.7,2,4
COC(=O)Cc1cc(=O)n2[nH]cnc2n1,-1.5,2.0,17,1.1,-22,8,-4,19*,2.1,5,-1

# (next part)
compound,OPRM1-OPRD1 ag,phage Ecoli inh,PfHsp90 set2,E coli growth,SUMO Mot1 rescue,MOR-DOR inv ag,HTR5A inv ctr,PKA-R2B activ,AddAB inh,Tat export inh,PKA-R1A act
CC1CCN(C(=O)C(Cc2ccccc2)NS(=O)(=O)c2ccc3c(c2)oc(=O)n3C)CC1 (stereo not drawn),0.5,-1.6,11,-1.7,-15,-2,1,-10,0.3,6,-1
Cc1nnc(SCc2nc3ccccc3s2)n1N,-1.1,2.6,-11,-2.4,-7,6,-2,8,2.1,-5,-2
Cc1cccc(NC(=O)Nc2ccc(Br)cc2)n1,-1.4,2.5,0,-1.4,-1,6,6,1,0.7,1,5
O=C(COC(=O)c1cccnc1Cl)NC(=O)NC1CCCCC1,0.1,2.6,-7,1.6,7,0,6,-7,-0.6,-3,-12
